Screening results as filed in PubChem.
CF NFkB inh: inhibitors of cystic fibrosis induced NF-kB | KKLEB NF-kB-GFP reporter, PAF-induced, GFP fluorescence overnight | AID 588850 | inhibition, % at 5 µM | 0.86% of 360,000 active;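 active = at least 50% inhibition at 5 µM, scaled per plate between neutral and stimulator controls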;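 note: PAF is a Pseudomonas aeruginosa culture filtrate used as stimulus; plate controls were PAF-stimulated DMSO wells for no effect and unstimulated DMSO wells for full effect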
LRH-1 inv ag: NR5A2 inverse agonism in reporter assay. 0.13% of 360,000 active. inhibition, % at 3.6 µM. HEK293T StAR-luciferase reporter, LRH-1 transfected, 24 h;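 active = inhibition above the mean inhibition of all tested compounds plus 3 SD, cut at about 73% in these data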;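 note: 0% = DMSO wells and 100% = reporter-only cells lacking LRH-1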
TRAIL sens C8: caspase-8 TRAIL sensitization | NB7+C8 cells + TRAIL, ATPlite viability luminescence | inhibition (viability loss, TRAIL sensitization), % at 10 µM | 1% of 360,000 active;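 active = compounds causing at least 50% loss of cell viability in the single-dose screen, relative to plate controls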
SRC3 inh: human NCOA3 inhibition | Q9Y6Q9 | HEK293 GAL4-SRC3 luciferase reporter, luminescence | inhibition, % at 3.6 µM | 0.17% of 360,000 active | AID 588352;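 active = inhibition above a per-campaign cutoff, the mean of all compounds plus 3 SD, cut at about 60% in these data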;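 note: 0% = DMSO-treated cells and 100% = gossypol-treated cells at 36 µM; higher means less SRC3-driven luciferase light from the GAL4 reporter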
Shn3 inh set2: inhibitors of Schnurri-3 3'UTR reporter in osteoblasts | Clone20 osteoblast Shn3 3'UTR firefly luciferase, 24 h | inhibition, % at 12.5 µM | 0.52% of 360,000 active;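 active = mean inhibition of at least 75% with every replicate also reaching 75%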;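 note: 0% = median of neutral control wells and 100% = pilot-screen positive control compound; some compounds past the cut are filed as inactive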
NR2F2 inh: inhibitors of human COUP-TFII (NR2F2); P24468; HEK293T NGFI-A luciferase reporter, luminescence; inhibition, % at 8.6 µM; 0.7% of 370,000 active; AID 686940;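 active = inhibition above a per-plate cutoff, mean inhibition of test wells between control levels plus 3 SD, cut at about 38% in these data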;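 note: cells cotransfected with COUP-TFII expression vector driving the NGFI-A reporter; 0% = median of COUP-TF2 test wells and 100% = reporter-only cells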
TROY NFkB inh: inhibitors of TROY-dependent NF-kB signaling | Q293 LMP1-TROYcd NF-kB luciferase reporter, 4 h | inhibition, % at 10 µM | 0.98% of 360,000 active | AID 1347056;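 active = compounds whose plate-normalised and pattern-corrected inhibition of the luciferase reporter signal at the single screening dose is 50% or more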
TWEAK-Fn14 inh: TWEAK-Fn14 signaling inhibition | 2% of 360,000 active | AID 1159606 | inhibition, % at 10 µM | TWEAK-stimulated Fn14 reporter cells, luciferase luminescence, 8 h; in the data active = inhibition above about 50%
KKLEB tox: CF airway cell cytotoxicity counter-screen | AID 602141 | 0.36% of 360,000 active | KKLEB CF airway cells viability, ATPlite luminescence, overnight; active compounds read low; cells stimulated with P. aeruginosa culture filtrate | activity change (cytotoxicity), % at 5 µM;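 active = corrected activity change at or below -50% at 5 µM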
NCOA1 inh: human NCOA1 inhibition; Q15788; HEK293 GAL4-SRC1 luciferase reporter, luminescence; inhibition, % at 3.6 µM; 0.12% of 360,000 active;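 active = inhibition above the campaign mean plus 3 SD, with each screening campaign given its own cutoff, cut at about 60% in these data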;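 note: 0% = DMSO treated cells and 100% = gossypol at 36 µM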
Target sequence (Q15788 whole entry, looked up, the tested form may be a part): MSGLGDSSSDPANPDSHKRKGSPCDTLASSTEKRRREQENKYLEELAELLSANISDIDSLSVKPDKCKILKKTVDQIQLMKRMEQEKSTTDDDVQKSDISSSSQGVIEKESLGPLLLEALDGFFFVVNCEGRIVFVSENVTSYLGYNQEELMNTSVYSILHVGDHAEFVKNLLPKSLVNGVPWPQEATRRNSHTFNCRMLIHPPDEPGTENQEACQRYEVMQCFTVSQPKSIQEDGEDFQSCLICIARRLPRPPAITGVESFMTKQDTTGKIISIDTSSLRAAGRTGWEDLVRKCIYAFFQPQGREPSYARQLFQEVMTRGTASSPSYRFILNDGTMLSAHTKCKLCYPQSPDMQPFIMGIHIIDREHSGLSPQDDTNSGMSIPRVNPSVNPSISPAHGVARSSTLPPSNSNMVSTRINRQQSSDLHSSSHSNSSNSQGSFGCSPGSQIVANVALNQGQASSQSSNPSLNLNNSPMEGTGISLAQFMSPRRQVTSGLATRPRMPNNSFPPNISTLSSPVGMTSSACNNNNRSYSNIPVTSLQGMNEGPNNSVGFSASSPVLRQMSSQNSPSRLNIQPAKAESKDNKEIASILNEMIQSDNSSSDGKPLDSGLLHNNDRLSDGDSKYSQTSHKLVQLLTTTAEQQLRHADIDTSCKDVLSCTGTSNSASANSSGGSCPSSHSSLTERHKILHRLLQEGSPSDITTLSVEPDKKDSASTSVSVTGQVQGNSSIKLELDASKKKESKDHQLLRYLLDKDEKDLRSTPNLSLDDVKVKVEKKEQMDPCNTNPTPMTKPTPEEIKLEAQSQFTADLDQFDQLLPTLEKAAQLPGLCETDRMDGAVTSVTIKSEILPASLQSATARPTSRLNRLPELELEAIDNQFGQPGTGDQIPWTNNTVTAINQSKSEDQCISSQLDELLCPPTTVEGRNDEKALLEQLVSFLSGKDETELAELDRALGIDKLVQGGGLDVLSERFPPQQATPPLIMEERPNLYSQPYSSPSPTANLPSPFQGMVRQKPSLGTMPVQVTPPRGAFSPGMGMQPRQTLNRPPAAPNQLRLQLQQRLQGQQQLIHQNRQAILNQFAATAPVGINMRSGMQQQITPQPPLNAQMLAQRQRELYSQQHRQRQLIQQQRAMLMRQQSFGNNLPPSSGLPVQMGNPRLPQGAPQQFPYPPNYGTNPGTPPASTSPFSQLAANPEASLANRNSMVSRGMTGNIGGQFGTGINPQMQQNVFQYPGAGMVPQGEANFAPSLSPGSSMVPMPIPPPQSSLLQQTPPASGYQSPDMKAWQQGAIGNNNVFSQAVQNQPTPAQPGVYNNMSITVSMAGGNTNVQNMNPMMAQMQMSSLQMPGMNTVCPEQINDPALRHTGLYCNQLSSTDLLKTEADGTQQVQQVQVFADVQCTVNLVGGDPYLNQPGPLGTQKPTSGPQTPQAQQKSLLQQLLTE
LMP1 NFkB inh: reduces LMP1-driven NF-kappaB luciferase signal; inhibition, % at 12.5 µM; LMP1-induced NF-kappaB luciferase reporter cells, luminescence; AID 504558; 0.69% of 350,000 active; in the data active = inhibition above about 41%;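 note: 0% = neutral control wells and 100% = reference inhibitor control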
* = called active by the depositor; / = no result given. This is a subset, so the mix of outcomes need not match the whole.

SMILES | CF NFkB inh | LRH-1 inv ag | TRAIL sens C8 | SRC3 inh | Shn3 inh set2 | NR2F2 inh | TROY NFkB inh | TWEAK-Fn14 inh | KKLEB tox | NCOA1 inh | LMP1 NFkB inh
CCN(CC(=O)NCCc1ccccc1)S(=O)(=O)c1ccc(Br)cc1 | 11 | -3 | -4 | 7 | 20 | -6 | 15 | -5 | 20 | 4 | 3
Cc1cccc(OCCn2nnc3ccccc32)c1C | -2 | -44 | 2 | -41 | -51 | -2 | -105 | -26 | -20 | -74 | -38
COC(=O)C(NNc1ccccc1C)(NC(=O)c1ccc(F)cc1)C(F)(F)F (stereo not drawn) | 6 | -13 | -11 | -4 | 20 | 23 | -4 | 4 | -10 | -28 | 3
CCOC(=O)N1CCN(C(=O)c2cc(C)c3c(C)nn(-c4ccccc4)c3n2)CC1 | 10 | -45 | -4 | 5 | -6 | 0 | -7 | -11 | -5 | -76 | -4
CCOc1ccc(NC(=S)N(CCN2CCOCC2)Cc2ccc3c(c2)CCCN3CC)cc1 | -5 | -7 | -9 | 11 | / | 9 | -2 | -17 | 6 | 4 | -1
O=C(CSc1ccccn1)N/N=C/C=C/c1ccccc1 | 7 | 4 | 1 | -14 | -34 | -17 | -19 | -22 | 0 | -9 | -13
COc1ccc(S(=O)(=O)N2CCC(C(=O)NCc3ccccn3)CC2)cc1OC | 15 | -9 | -9 | -15 | -1 | -1 | -3 | 8 | -8 | -6 | -2
Cc1ccc2nc(C)c(C(=O)NN=C3CCN(C)CC3)n2c1 | 11 | 19 | -12 | 2 | -3 | 9 | 1 | -16 | 3 | 3 | -3
Cc1ccc(C)c(NS(=O)(=O)c2ccc3[nH]c(=O)oc3c2)c1 | 4 | -9 | 4 | -45 | -29 | -7 | -11 | 16 | 6 | -2 | -4
COc1ccc(OC)c2c1C(=O)CC2C (stereo not drawn) | -23 | -29 | -4 | 11 | 2 | -5 | 8 | -8 | 4 | 6 | -1
C=C1[C@H](C)CN(S(=O)(=O)C(C)(C)C)[C@H]1CCO | -11 | 17 | -29 | 3 | 3 | 2 | -1 | -3 | 8 | -4 | 6
COc1ccc(OCCOc2ccc(S(=O)(=O)N3CCCC3)cc2[N+](=O)[O-])cc1 | -17 | -2 | 14 | 7 | 10 | -9 | -9 | -2 | -16 | 5 | -4
CCOc1ccc(C(C(=O)NC(C)(C)C)N(CCOC)C(=O)CCC(=O)Nc2nccs2)cc1 (stereo not drawn) | 23 | 11 | 7 | -6 | -2 | 3 | -3 | 26 | -4 | 1 | -6
Cc1ccc(-c2cc(-c3ccccc3)no2)c(O)c1 | -6 | -127 | 78* | -81 | -12 | -13 | 53* | 76* | -35 | -108 | 3
COc1cccc(CN2CCN(C(=S)NCc3ccc(Cl)cc3)CC2)c1 | -12 | 33 | -6 | 13 | 10 | 13 | 20 | 19 | 29 | 9 | -29
Oc1cccc(C(O)CNCc2ccc(-c3ccccc3)cc2)c1 (stereo not drawn) | 10 | -1 | -1 | -8 | -18 | 5 | 15 | -4 | -9 | -9 | -5
COc1ccc(NC(=O)c2cccc3ccccc23)cc1 | 20 | -21 | 28 | -20 | -25 | -12 | -37 | -8 | -11 | -7 | -14
COc1ccc(N2C(=O)CC(NCC#N)C2=O)cc1 (stereo not drawn) | -7 | -2 | -5 | -3 | 2 | -4 | 0 | 0 | 6 | 5 | 7
COc1ccc(COCC(O)CN(Cc2ccccc2)C(C)C)cc1OC (stereo not drawn) | -2 | -24 | 0 | 9 | 2 | -8 | 2 | -1 | 4 | -1 | 5
CN(C)Cc1csc(NC(=O)Nc2ccccc2Cc2ccccc2)n1 | 4 | -24 | -5 | -17 | -20 | -13 | -16 | -31 | 7 | -7 | /
CC1CN(CCCCOc2cccc(Oc3ccccc3)c2)CC(C)O1 (stereo not drawn) | 11 | 20 | 3 | 11 | 28 | 10 | 3 | 1 | 5 | -36 | -16
CCc1ccc(N(C(=O)c2csnn2)C(C(=O)NC(C)(C)C)c2ccccn2)cc1 (stereo not drawn) | 16 | -34 | -6 | -18 | -69 | 1 | -19 | -19 | 1 | -29 | -10
CCN1CCN(C(=O)c2ccc(OCC(=O)Nc3ccc(F)cc3)c(OC)c2)CC1 | -2 | 13 | 2 | 17 | -3 | 3 | -2 | 8 | 11 | 8 | -2
Cc1cc2cc(C=O)c(Cl)nc2cc1C | -16 | -44 | 9 | -34 | -44 | 16 | -40 | -18 | 3 | -47 | -17
CC(=O)C(c1ccccc1)C(c1ccccc1)C(C)[N+](=O)[O-] (stereo not drawn) | -50 | -6 | -3 | -21 | -4 | 22 | -12 | 2 | -2 | 6 | 11
Cc1noc(C)c1COc1ccc(C(=O)OCC(=O)Nc2ccc(C(=O)N(C)C)cc2)cc1 | -15 | 8 | -8 | 18 | -16 | -8 | 2 | -19 | 2 | -7 | 7
CC(=O)Nc1ccc(C(=O)N(C)C(C(=O)Nc2ccc(C)cc2)c2ccccn2)cc1 (stereo not drawn) | 12 | -5 | 1 | 1 | -4 | -2 | -5 | -4 | -4 | -10 | -37
CC(C)c1cccc(-c2csc(C(C)(O)c3ccccc3)n2)c1 (stereo not drawn) | 15 | -16 | -4 | -12 | -7 | 4 | -16 | 13 | -9 | -1 | /
Cc1ccc(S(=O)(=O)c2ccc(Oc3cccc(C)c3)cc2)cc1 | 5 | 9 | -11 | -10 | 11 | -5 | -4 | 1 | -19 | -3 | 4
O=C(CCC1CCCCC1)NCc1ccc(F)cc1 | -5 | -2 | -6 | 4 | 5 | 7 | -2 | -19 | 2 | 1 | -8
Cc1ccc(NS(=O)(=O)c2cccc(C(=O)n3ncc(C#N)c3N)c2)c(C)c1 | -2 | 20 | 25 | 10 | 27 | -9 | 5 | -5 | -22 | -9 | 11
C=CCOc1ccc(CNc2ccc3[nH]c(=O)[nH]c3c2)cc1 | 0 | -20 | -31 | 12 | 24 | 11 | -10 | -21 | 2 | -43 | -5
CCOc1ccc(CCN2C(=S)N([C@@H](Cc3ccc(O)cc3)CN3CCC[C@@H]3CN3C(=S)NC[C@@H]3Cc3ccccc3)C[C@@H]2CC(C)C)cc1 | 17 | -10 | 0 | 9 | 30 | -8 | 1 | -1 | -6 | 19 | /
COC(=O)c1ccc(C(C(=O)NC2CCCCC2)N(CCc2ccccc2)C(=O)Cc2cccs2)cc1 (stereo not drawn) | -6 | -8 | -5 | 6 | -7 | -2 | -3 | -24 | -12 | -10 | 6
COc1ccc(NC(=O)Nc2ccc3nccnc3c2)cc1 | 12 | -99 | 34 | -41 | -95 | -30 | -33 | 14 | -9 | -99 | -12
CCn1c(SCC(=O)Nc2ccc(S(N)(=O)=O)cc2)nnc1-c1cccc(OC)c1 | -7 | 6 | -7 | 7 | 11 | -17 | 4 | 16 | 9 | 4 | -6
O=[N+]([O-])c1ccc(O)c(C=Nc2ccc3nc(-c4ccccc4)[nH]c3c2)c1 | 16 | -61 | 18 | -47 | -67 | -27 | -47 | 4 | 15 | -67 | -5
CC(C)[C@H](NC(=O)c1ccccc1)C(=O)OCC(=O)c1ccc(S(=O)(=O)N2CCCCC2)cc1 | -11 | -32 | -13 | 4 | -19 | 4 | 10 | 4 | 2 | 3 | 4
CCN1CCN(c2nc(Nc3ccccc3F)nc(N)c2[N+](=O)[O-])CC1 | 6 | -18 | 12 | -6 | -1 | 6 | 6 | -7 | -1 | 2 | -6
Oc1ccc(C(=S)N2CCN(c3cccc(Cl)c3)CC2)cc1 | 7 | -4 | -13 | 10 | 0 | -6 | 8 | -2 | 13 | 4 | -11
CCOC(=O)c1cc(NC(=O)Nc2ccc(OC)c(OC)c2)c(C)nc1C | 12 | 1 | -24 | 2 | -1 | 16 | 15 | -7 | -4 | 0 | 8
COc1cccc(-c2noc(-c3cccnc3)n2)c1 | -17 | -184 | 40 | -83 | -97 | -62 | -57 | 15 | -20 | -84 | -19
NC(=O)c1ccc(NC(=O)CCNC(=O)c2ccco2)cc1 | 9 | 8 | -21 | 3 | -1 | 4 | 17 | -9 | -1 | -1 | 11
N#Cc1nc(-c2cccs2)oc1NCc1ccccc1Cl | 10 | -16 | -8 | 3 | 11 | 11 | 7 | 7 | -2 | 1 | -5
O=c1c2ccccc2nc2n1C(CSc1ccc(Cl)cc1)CN2 (stereo not drawn) | 9 | 6 | -2 | 22 | -13 | 2 | -10 | -4 | -8 | -96 | -6

Among those listed so far, these have a Cl atom:
SMILES | CF NFkB inh | LRH-1 inv ag | TRAIL sens C8 | SRC3 inh | Shn3 inh set2 | NR2F2 inh | TROY NFkB inh | TWEAK-Fn14 inh | KKLEB tox | NCOA1 inh | LMP1 NFkB inh
COc1cccc(CN2CCN(C(=S)NCc3ccc(Cl)cc3)CC2)c1 | -12 | 33 | -6 | 13 | 10 | 13 | 20 | 19 | 29 | 9 | -29
Cc1cc2cc(C=O)c(Cl)nc2cc1C | -16 | -44 | 9 | -34 | -44 | 16 | -40 | -18 | 3 | -47 | -17
Oc1ccc(C(=S)N2CCN(c3cccc(Cl)c3)CC2)cc1 | 7 | -4 | -13 | 10 | 0 | -6 | 8 | -2 | 13 | 4 | -11
N#Cc1nc(-c2cccs2)oc1NCc1ccccc1Cl | 10 | -16 | -8 | 3 | 11 | 11 | 7 | 7 | -2 | 1 | -5
O=c1c2ccccc2nc2n1C(CSc1ccc(Cl)cc1)CN2 (stereo not drawn) | 9 | 6 | -2 | 22 | -13 | 2 | -10 | -4 | -8 | -96 | -6

Carrying on:
SMILES | CF NFkB inh | LRH-1 inv ag | TRAIL sens C8 | SRC3 inh | Shn3 inh set2 | NR2F2 inh | TROY NFkB inh | TWEAK-Fn14 inh | KKLEB tox | NCOA1 inh | LMP1 NFkB inh
C/C(=N/NC(=O)CN1CCN(Cc2ccccc2Cl)CC1)c1cccs1 | -13 | -20 | -3 | -26 | -4 | 9 | 12 | -12 | -2 | 12 | /
C/C(=N\N1CCN(c2ccc(Cl)cc2)CC1)c1cccc([N+](=O)[O-])c1 | -7 | 52 | 2 | 20 | -15 | 4 | 15 | -2 | -7 | -8 | -7
Cn1c(Nc2ccccc2)cc(=O)n(C)c1=O | 5 | 11 | -4 | 9 | -10 | -22 | -4 | -13 | 6 | -11 | 0
CCOc1cc(N2CCOCC2)c(OCC)cc1NC(=O)Cn1cnc2c(=O)n(C)c(=O)n(C)c21 | -1 | 13 | 21 | -7 | 21 | -10 | 15 | -5 | -2 | 2 | 1
CCOC(=O)c1nncc(-c2ccccc2)n1 | -13 | 6 | -6 | -23 | -6 | 0 | -1 | -9 | -5 | -1 | -6
CCOc1ccc(N(CC(=O)Nc2c(C)n(C)n(-c3ccccc3)c2=O)S(=O)(=O)c2ccc(F)cc2)cc1 | -42 | 11 | -16 | -1 | -18 | 14 | -3 | 4 | 4 | -3 | -1
Cc1ccc(O)c(NC(=O)c2cc(C)no2)c1 | -27 | 11 | -12 | -18 | -3 | -1 | 0 | -6 | 0 | -19 | -31
COC(=O)c1ccc(COC(=O)CNC(=O)c2ccc(-c3ccccc3)cc2)cc1 | -15 | -117 | 1 | -71 | -39 | -24 | -16 | -38 | 6 | -59 | -2
CCc1ccc(NC(=O)C2C3C=CC(C4CC34)C2C(=O)O)cc1 (stereo not drawn) | -7 | -25 | 42 | -16 | -16 | -17 | -11 | -26 | -14 | -6 | -5
